Screening data deposited in PubChem BioAssay by Broad Institute.
PAX8 reporter = PAX8 transcriptional activity inhibition | RMG-I TPO-luciferase reporter, SteadyGlo, 24 h | inhibition, % at 12.6 µM | hit rate 1.2% among 360,000 | AID 652154;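 active means mean replicate inhibition at least 60% with every replicate also reaching 60%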;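 further: luciferase light reporting Pax8 driven TPO promoter activity; plate controls were median of neutral control wells for no effect and mitoxantrone controls for full effect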
C2C12 statin = protects C2C12 myotubes from simvastatin toxicity; ATP luminescence, 48 h; scaled: DMSO 0, geranylgeraniol control 100; rescue of ATP level, % at 7.49 µM; hit rate 0.78% among 330,000; AID 602340;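 active means mean ATP rescue above about 67%, or every replicate alone reaching that limit, limit read from the data, passing the limit was not always enough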;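 further: myotubes were challenged with 10 µM simvastatin during compound exposure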
PglD DTNB = blocks C. jejuni PglD acetyltransferase activity; purified PglD enzyme, DTNB colorimetric CoA detection; inhibition, % at 12.5 µM; hit rate 0.098% among 360,000; in the data active means inhibition above about 16%, passing the limit was not always enough; further: strong numbers were not always called active
INS-1E GSIS act = GLuc luminescence reporter in INS-1E cells, primary screen for activators of glucose-dependent secretion of insulin | INS-1E GLuc reporter insulin secretion, 2-3 h | activation, % at 16.6 µM | hit rate 0.61% among 370,000 | AID 743287;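 active means lowest replicate activation of at least 40%, so every replicate reaches that level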;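 further: 0% = median of neutral control wells and 100% = median of IBMX positive control wells; some compounds called inactive have numbers as strong as hits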
Cneo AK release = Cryptococcus neoformans lysis via adenylate kinase release; AID 651654; C. neoformans lysis, adenylate kinase release luminescence, 4 h; normalised: neutral wells 0, clomiphene wells 100; lysis activity, % at 15 µM; hit rate 0.2% among 360,000;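 active means mean lysis activity across replicates of at least 80%, whatever share of replicates individually reach that level; inactive means mean lysis activity below 80%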
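Material: C. neoformans cells; Schedule: 4 h static compound exposure, 37 °C, read 1 h post-reagent; Measured by: adenylate kinase release luminescence; Read-out: signal increase indicating cell lysis; Controls: Clomiphene as positive lysis control.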
PGC1a acetyl inh = lowers PGC1a acetylation signal in U2OS cells. AlphaScreen anti-acetyl-lysine; with virally co-expressed GCN5 acetyltransferase. hit rate 0.17% among 350,000. inhibition, % at 15.6 µM. AID 651687;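 active means every replicate shows inhibition of at least 40%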;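 further: 0% = neutral control wells and 100% = positive control wells; some results beyond the cut were filed as inactive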
ARNT-TACC3 inh = disrupts binding between human ARNT and TACC3. Q9Y6A5. AlphaScreen His-ARNT PAS-B/GST-TACC3 binding, luminescence; TACC3 fragment carries E629A point mutation. inhibition, % at 9.99 µM. hit rate 0.66% among 390,000;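 active means mean inhibition of replicates at least 50% and at least half of replicates each reaching 50%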;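 further: 0% = complete ARNT plus TACC3 wells and 100% = ARNT alone without TACC3; many hits fall short of the cut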
LGR2 antag = blocks bursicon-induced cAMP signaling via Drosophila LGR2; HEK293 LGR2, CRE-luciferase, bursicon-stimulated, 4 h; AID 720647; hit rate 0.35% among 380,000; inhibition, % at 9.99 µM;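 active means drop in luminescence signal, shown as inhibition above about 50% in the replicate tests, limit read from the data, passing the limit was not always enough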;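 further: agonist challenge used bursicon conditioned medium at about half maximal strength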
Active calls of the source: *; . = not tested or not shown; & = joins results of further samples.

SMILES | PAX8 reporter | C2C12 statin | PglD DTNB | INS-1E GSIS act | Cneo AK release | PGC1a acetyl inh | ARNT-TACC3 inh | LGR2 antag
CCOC(=O)C1CCCN(C(=O)c2ccccc2SCCOC)C1 (stereo not drawn) | . | 11 | -1 | 2 | 0 | 5 | 5 | 3
COc1ccc(CC(=O)NCC2CCCN(Cc3cc(OC)cc(OC)c3)C2)cc1 (stereo not drawn) | -17 | 0 | 6 | -4 | 0 | 1 | -4 | 8
C[C@@H]1CN([C@H](C)CO)C(=O)c2cc(C#Cc3cccnc3)cnc2O[C@@H]1CN(C)S(=O)(=O)c1ccccc1F | 2 | 1 | 4 | 17 | 5 | 4 | -3 | 15
CCOC(=O)C1=CCC2C(=O)N(Cc3ccccc3)C(=O)C12 (stereo not drawn) | 9 | 2 | 0 | 7 | 0 | 8 | . | 3
Cc1nn(-c2ccccc2)c(C)c1NC(=O)COC(=O)c1cc(Cl)ccc1O | 2 | 5 | 4 | 5 | -4 | -1 | -11 | -7
Cc1noc(NS(=O)(=O)c2ccc(NC(=O)c3cc(S(=O)(=O)N(C)c4ccccc4)ccc3Cl)cc2)c1C | 6 | 4 | -3 | -16 | -1 | 18 | -4 | 1
COc1ccc([N+](=O)[O-])cc1NC(=O)C(C)c1ccccc1 (stereo not drawn) | -2 | -10 | . | 8 | . | . | 5 | -3
O=C(Nc1cccc(F)c1)N1CC(=O)N2[C@H](CO)[C@@H](c3ccc(-c4ccc(F)cc4)cc3)[C@H]2C1 | 34 | . | . | -24 | . | -2 | . | 13
CCN(CC)S(=O)(=O)c1ccc(C(=O)C(C#N)c2ccccn2)cc1 (stereo not drawn) | . | -9 | 5 | 0 | 1 | 6 | 13 | 7
Cn1c(=NC(=O)C2CC2)sc2cc(F)cc(F)c21 | -12 | 2 | -3 | 13 | 2 | . | -5 | -32
CCC(O)C1CCN(C(=O)c2cc(COc3ccc(F)cc3F)on2)CC1 (stereo not drawn) | -15 | -5 | 1 | 9 | 0 | 1 | -1 | 4
CCCCc1ccc(NC(=S)N2CCN(C)CC2)cc1 | 9 | -10 | 2 | -25 | 0 | 4 | 7 | -7
COc1ccc(C)cc1NC(=O)CCNC(=O)Cn1cnc2ccccc2c1=O | 7 | -18 | 0 | -2 | -4 | 9 | 1 | 23
Cc1noc(C)c1S(=O)(=O)N(C)C[C@@H]1OCc2cn(nn2)CCCC(=O)N([C@H](C)CO)C[C@H]1C | 12&-14 | 8 | 16 | 4&10 | -1 | -5 | 1 | 11&-4
Cc1cc(C)nc(N2CCC(C(=O)Nc3nnc(C)s3)CC2)n1 | . | 10 | 1 | . | -1 | 2 | -4 | .
O=C(CN1CCOCC1)N1CCCCN2[C@H](CO)[C@H](c3ccc(C#Cc4ccccc4F)cc3)[C@@H]2C1 | -12 | -15 | -5 | 5 | 0 | -4 | -8 | 15
O=C1OC(Cc2ccccn2)C(=O)C1=C1SCCS1 (stereo not drawn) | -79 | . | -5 | -3 | -4 | 0 | -13 | -13
Cc1onc(-c2ccccc2)c1C(=O)OCC(=O)N(C)c1ccccc1 | 13 | 3 | 2 | . | 1 | . | 0 | -6
O=C1NC(c2ccc(Br)cc2)=N/C1=C/c1ccco1 | -64 | . | -5 | 30 | -1 | 14 | -3 | -17
Cc1ccc(-c2nn(-c3ccccc3)cc2C(=O)Nc2ccc(C)c(S(=O)(=O)N3CCOCC3)c2)cc1 | -8 | . | . | -2 | . | . | -10 | 20
O=C1CCC(CCC(=O)N2CCCC(C(=O)c3ccc(Cl)cc3)C2)=NN1 (stereo not drawn) | -4 | . | . | 27 | . | . | -5 | -12
CCN(CC(=O)Nc1c(F)cccc1F)C(=O)COc1cccc2c1OC(C)(C)C2 | -3 | 13 | . | 4 | . | . | 1 | -4
COc1ccc(NC(=O)N(C)C[C@@H]2Oc3cc(C#CCC(C)C)ccc3S(=O)(=O)N([C@@H](C)CO)C[C@H]2C)cc1 | 50 | 1 | -1 | -37 | -7 | -1 | 9 | 22
COc1ccccc1CNC(=O)CNCCc1ccc(OC)c(OC)c1 | -2 | -1 | -2 | 11 | -2 | -9 | 5 | -8
COc1ccc(-c2ccc(SCC(=O)N3CCN(c4ccccc4)CC3)nn2)cc1 | 0 | . | . | 14 | . | 4 | -13 | -14
CCOc1cc(OCC)nc(S(C)(=O)=O)n1 | 17 | . | . | 49* | . | . | -10 | 7
Cc1cc(C)c(OCC(=O)Nc2nc3ccccc3[nH]2)c(C)c1 | -13 | . | . | 12 | . | 1 | 2 | -3
COc1ccc(/C=C(\C#N)C(=O)OCC(=O)NCc2ccccc2OC)cc1 | -15 | . | . | 4 | . | . | -3 | 1
O=C(CN1CCOCC1)NCC[C@@H]1CC[C@@H](NS(=O)(=O)c2ccc(F)cc2)[C@@H](CO)O1 | 0 | 1 | 5 | 0 | 33 | -3 | -2 | 20
C[C@@H](CN1CCC[C@H]1CN1C(N)=NC[C@@H]1Cc1ccccc1)N1C[C@@H](Cc2ccccc2)N(CCc2ccc(Cl)c(Cl)c2)C1=N | . | -65 | -5 | . | 50 | -13 | 17 | .
COc1ccc(N2CCN(c3ncnc4c3nnn4Cc3ccccc3Cl)CC2)cc1 | . | 25 | -2 | . | -5 | . | -2 | .
CCCCN(C)Cc1c(O)ccc2c(=O)c(-c3ccccc3OC)coc12 | -11 | -4 | 2 | . | 2 | 5 | -2 | -4
Cc1onc(-c2ccccc2)c1CNC(=O)Nc1ccc(C(F)(F)F)cc1 | 2 | . | -1 | 2 | -4 | -11 | 4 | 21
O=C(Cc1cc(=O)[nH]c(=O)[nH]1)N1CCN(C(=O)c2ccco2)CC1 | 18 | 21 | 3 | 0 | 1 | -2 | -3 | 8
CC(=O)N1c2ccc(S(=O)(=O)N3CCCC3)cc2CC1C(=O)NCc1ccc(OC(C)C)cc1 (stereo not drawn) | -12 | -6 | -1 | 3 | -2 | -5 | 1 | 6
Cc1cc(C)cc(NC(=S)N2CCN(c3ccc(F)cc3)CC2)c1 | -191 | . | . | -7 | . | . | -3 | 20
CN(C)C(=O)[C@@H]1[C@@H](CO)[C@@H]2Cn3c(cccc3=O)[C@H]1N2C(=O)c1ccccc1 | 2 | -59 | 3 | 0 | 0 | . | 1 | -7
Clc1cccc(-c2nc(-c3ccc(-c4nn[nH]n4)cc3)no2)c1 | -68 | 6 | 4 | . | -1 | 12 | -5 | .
Cc1noc(C)c1NC(=O)Nc1ccc2c(c1)C(=O)N([C@@H](C)CO)C[C@H](C)[C@H](CN(C)Cc1ccc3c(c1)OCO3)OCCCC[C@H](C)O2 | 7 | . | -1 | 4 | 0 | 5 | -8 | 0
COc1ccc2c(c1)[N+](C)(C)C(C)(C)C=C2C | 5 | . | -4 | -2 | -4 | . | -2 | -9
CCOC(=O)c1cnc2c(C)c(Cl)ccc2c1NCCCN1CCOCC1 | -22 | -4 | -6 | 8 | 2 | -11 | -1 | -3
CCc1nc2c(OCc3ccc(C(=O)N(C)C)cc3)cccn2c1N(C=O)Cc1ccccc1 | -8 | 2 | 3 | -10 | -7 | -20 | . | 3
C[C@@H](NC(=O)C[C@H]1C[C@H]2c3cc(NC(=O)c4ccc5c(c4)OCO5)ccc3O[C@H]2[C@@H](CO)O1)c1ccccc1 | 10 | 1 | 3 | 1 | -4 | -7 | 0 | 7
O=C(COc1ccccc1)Nc1nc2c(s1)CCCC2 | -56 | -1 | -7 | -37 | 1 | -1 | -17 | -69
O=C1CN(Cc2ccc(F)cc2)C[C@@H]2[C@H](c3ccc(-c4ccccc4F)cc3)[C@H](CO)N12 | 2 | . | . | 4 | . | 0 | . | 10
COc1ccc(-c2[nH]n(-c3ccc([N+](=O)[O-])cc3)c(=O)c2C=NCc2ccccc2)cc1 | -9 | . | . | -2 | . | . | 2 | 30
CCOC(=O)c1c(NC(=O)COC(=O)c2cc(OC)c(OC)cc2[N+](=O)[O-])sc(C)c1CC | 11 | . | -1 | . | 0 | . | 3 | .
CSc1nnc(N(CCC#N)CCC#N)s1 | . | 0 | 0 | . | -3 | 7 | -6 | .

Only PAX8 reporter and ARNT-TACC3 inh (four entries from above):
compound	PAX8 reporter	ARNT-TACC3 inh
Cc1noc(C)c1NC(=O)Nc1ccc2c(c1)C(=O)N([C@@H](C)CO)C[C@H](C)[C@H](CN(C)Cc1ccc3c(c1)OCO3)OCCCC[C@H](C)O2	7	-8
C[C@@H](NC(=O)C[C@H]1C[C@H]2c3cc(NC(=O)c4ccc5c(c4)OCO5)ccc3O[C@H]2[C@@H](CO)O1)c1ccccc1	10	0
COc1ccc(-c2[nH]n(-c3ccc([N+](=O)[O-])cc3)c(=O)c2C=NCc2ccccc2)cc1	-9	2
O=C1CN(Cc2ccc(F)cc2)C[C@@H]2[C@H](c3ccc(-c4ccccc4F)cc3)[C@H](CO)N12	2	.

Going on with the list.
SMILES | PAX8 reporter | C2C12 statin | PglD DTNB | INS-1E GSIS act | Cneo AK release | PGC1a acetyl inh | ARNT-TACC3 inh | LGR2 antag
CC1CCc2sc(NC(=S)NC(=O)c3ccccc3)c(C#N)c2C1 (stereo not drawn) | -55 | -18 | . | 0 | . | -4 | 3 | -38
COc1ccccc1NS(=O)(=O)c1ccc2nc(CCl)[nH]c2c1 | 24 | 18 | -2 | -1 | 0 | . | -5 | -1
Cc1ccc(CNC(=O)C2CCC(=O)N(CCc3ccccc3)C2)s1 (stereo not drawn) | -59 | -15 | -2 | -7 | 0 | . | 0 | -14
C[C@@H]1CN([C@H](C)CO)C(=O)Cc2cc(NC(=O)Nc3ccccc3)ccc2O[C@H]1CN(C)S(=O)(=O)c1ccc(Cl)cc1 | -24 | 14 | -1 | 10 | 2 | -1 | . | -7
Cn1c(SCC(=O)c2ccccc2)nnc1-c1cnccn1 | -94 | -6 | -3 | . | 7 | 7 | -2 | .
CC1(C)CC(CCC(=O)Nc2ccccc2Cl)C(=O)O1 (stereo not drawn) | . | -14 | . | -1 | . | 5 | -1 | 6
Cc1noc(/C=C/N(C)C)c1S(=O)(=O)N1CCCC(C(=O)Nc2ccc3c(c2)OCO3)C1 (stereo not drawn) | -19 | -13 | -1 | . | -3 | . | 1 | 10
Cc1ccc(CNC(=O)CCCc2nc3ccccc3s2)cc1 | 25 | . | . | 2 | . | . | -10 | -6
N#C[C@H]1[C@H](c2ccc(-c3cccnc3)cc2)[C@@H](CO)N1C(=O)C1CCC1 | -9 | 42 | -1 | -6 | -2 | 6 | 24 | 1
COc1ccccc1NC(=O)c1ccc(-n2cncn2)nc1 | 11 | . | . | -5 | . | . | 3 | -14
Clc1ccc2scc(CN3CCCC3)c2c1 | 23 | . | . | 1 | . | . | -5 | 1
C[C@@H]1CN([C@@H](C)CO)C(=O)c2cc(C3=CCCC3)cnc2O[C@@H]1CN(C)Cc1ccc(C(=O)O)cc1 | 11 | 22 | -2 | -13 | -4 | 12 | 22 | -25
CCc1ccc(NC(=O)c2cccc(C(=O)Nc3ccc(CC)cc3)n2)cc1 | -14 | -15 | -4 | 5 | 2 | . | . | 1
O=C1CCN(Cc2ccc(Br)cc2)CCN1[C@H](CO)c1ccccc1 | -14 | 19 | -103 | -9 | -1 | -2 | -27 | -4
Cn1c(=O)c2c(ncn2CC(=O)N2CCN(c3ccc(F)cc3)CC2)n(C)c1=O | 3 | -14 | 5 | . | -1 | -5 | 10 | .
O=C(O)CSc1c(O)c2ccccc2[nH]c1=O | 4 | . | . | 3 | . | . | 60* | 2
COc1ccc(NC(=O)CNc2ccc(C#N)cc2)cc1 | -15 | . | . | 6 | . | 10 | 1 | 4
CN(C)S(=O)(=O)c1cccc(NC(=O)COC(=O)c2cn(-c3ccccc3)nc2-c2ccccc2)c1 | 51 | . | . | -2 | . | . | -7 | 7
C[C@@H]1CN([C@H](C)CO)S(=O)(=O)c2ccc(-c3cccnc3)cc2O[C@H]1CN(C)Cc1ccncc1 | . | -31 | 2 | -2 | 0 | 9 | 0 | -14
